Polio RdRp inh – poliovirus RdRp elongation inhibitors, primary screen, biochemical, fluorescence polarization, total intensity; AID 588519, 2011; Genome polyprotein (Poliovirus type 1 (strain Mahoney)), P03300; % elongation, % (compound at 16.7 µg/mL); poliovirus polymerase elongation; stronger effect = lower value; actives 0.66% (n = 150,000); in the data active means % elongation below about 90%; further: some results filed as inactive read as strong as hits
Target sequence (P03300 1749-2209 limits assumed): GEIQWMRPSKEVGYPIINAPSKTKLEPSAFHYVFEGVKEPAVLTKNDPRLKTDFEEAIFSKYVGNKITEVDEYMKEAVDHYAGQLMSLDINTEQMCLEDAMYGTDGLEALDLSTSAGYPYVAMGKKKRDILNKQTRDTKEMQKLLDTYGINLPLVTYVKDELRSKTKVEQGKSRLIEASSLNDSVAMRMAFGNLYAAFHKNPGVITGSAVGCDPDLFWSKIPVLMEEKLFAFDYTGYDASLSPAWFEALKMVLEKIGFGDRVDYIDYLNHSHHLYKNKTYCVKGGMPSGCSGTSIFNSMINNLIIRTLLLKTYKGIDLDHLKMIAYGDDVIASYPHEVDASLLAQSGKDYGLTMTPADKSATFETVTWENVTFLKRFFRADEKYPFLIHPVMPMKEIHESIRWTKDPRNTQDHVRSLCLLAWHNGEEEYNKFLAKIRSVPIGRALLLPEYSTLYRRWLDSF
Polio RdRp inh FP z-score – also measured in Polio RdRp inh; calls as there; z-score; measured here: FP z-score; hits read low
* = called active by the depositor; & = joins results of further samples.

Values run as follows: Polio RdRp inh FP z-score, Polio RdRp inh
- CCCCCn1c(C)c2c(OCC)cccc(=O)c2c1C
    0, 102.0
- CNS(=O)(=O)c1cn(CC(=O)Nc2ccc(C(C)=O)cc2)cc1S(=O)(=O)NC
    -0.5, 103.0
- CCN(C(=O)Cn1c(SCC(=O)NCc2ccccc2)nc2ccccc21)c1cccc(C)c1
    -0.2, 105.0
- O=C(CSC1=Nc2ccccc2C2=NC(Cc3ccccc3)C(=O)N12)Nc1ccccc1 (stereo not given)
    -1.7, 96.0
- COc1ccc(CNC(=O)c2cnc3sc(N4CCCC4)nn3c2=O)c(OC)c1
    0.7, 114.0
- CCN(CC)CCSc1nc2ccc(OC)cc2[nH]1
    -0.6, 98.0
- Cc1nn2c(=O)cc(COC(=O)COc3ccc(F)cc3)nc2s1
    -3.5, 88.0
- COCCN1Cc2cccc(C(=O)N(CC(=O)NC3CCCCC3)Cc3ccc4c(c3)OCO4)c2C1=O
    2.1, 106.0
- COc1ccc(NCC(=O)/C(C#N)=C(\C)Nc2ccc(OC)cc2)cc1
    -0.8, 97.0
- CC(=O)N(CCN(C)C)c1nc2c(F)cccc2s1
    0, 101.0
- CCOc1ccc(-c2cn3c(n2)sc2cc(C(=O)NCCc4ccc(OC)c(OC)c4)ccc23)cc1
    -0.3, 109.0
- O=C(NCC1CCCO1)c1cn(-c2ccccc2)nc1-c1ccc(Cl)cc1 (stereo not given)
    0.3, 104.0
- CCOC(=O)c1c(NC(=O)COc2ccc(C)cc2C(C)(C)C)sc2c1CCC(C)C2 (stereo not given)
    0.4, 105.0
- CC1CC2CC(=O)CC(C1)C2 (stereo not given)
    0.1, 100.0
- CC(=O)Nc1ccc(NC(=O)CSc2nc3ccccc3nc2N2CCC(C)CC2)cc1
    0, 104.0
- COc1ccc(CCNc2nc3c(-c4cccc(C)c4)nnn3c3ccccc23)cc1OC
    1.3, 108.0
- C=CCn1c(SCC(=O)NCc2ccc3c(c2)OCO3)nnc1-c1ccccc1F
    -0.5, 100.0
- COc1cccc(-n2nnc(-c3nc(-c4cccs4)no3)c2N)c1
    0.3, 118.0
- CC(C)CNc1n[nH]c(=S)s1
    -0.3, 99.0
- COC(=O)C1=CN(C2CC2)C=C(C(=O)OC)C1c1ccsc1
    0.4, 103.0
- O=S(=O)(Nc1ccccc1O)c1ccc2ccccc2c1
    0.9, 103.0
- CCc1ccc(NC(=O)C2CCN(c3nnc(-n4cccc4)s3)CC2)cc1
    0.2, 103.0
- COc1cc(/C=N/n2c(=S)[nH]nc(C)c2=O)ccc1OCC(=O)N1CCOCC1
    0, 101.0
- CC(C)Nc1cnn(C23CC4CC(CC(C4)C2)C3)c(=O)c1Cl
    1.4, 105.0
- O=C(CSc1cn(CCNC(=O)c2ccccc2F)c2ccccc12)Nc1ccccc1F
    0.4, 106.0
- CC(C)NC(=S)Nc1cccc(C(=O)O)c1
    1.6, 103.0
- Cc1ccc2nc(-c3ccccc3O)c(Nc3ccccc3C)n2c1
    -0.3, 107.0
- Cc1cnc(C(=O)OCC(=O)N(C)c2ccccc2)cn1
    0, 103.0
- CCCCNC(=S)N1CC2(C)CC1CC(C)(C)C2 (stereo not given)
    0.1, 102.0
- O=C(c1cnc(N2CCCCC2)c2ccccc12)N1CCN(c2ccc(F)cc2)CC1
    1.8, 115.0
- Cc1ccc(S(=O)(=O)N2CCN(c3cnn(-c4ccccc4)c(=O)c3Cl)CC2)cc1
    0.5, 102.0
- Cc1ccccc1CN1CCC(CNC(=O)c2c(C)oc3ncnc(N4CCCCC4)c23)CC1
    -0.4, 104.0
- CN(C(=O)Cn1nnc(-c2cccs2)n1)C1CCCc2ccccc21 (stereo not given)
    -0.3, 100.0
- O=C(NCCCN1CCCC1)c1cc2c(Cl)nc3ccccc3c2s1
    -4.3, 94.0
- CN(C)/N=C/C=C1\CC/C(=C\c2ccccc2)C1=O
    3.6, 123.0
- Cn1c(C(=O)NCc2ccccc2F)cc2oc3ccccc3c21
    -0.5, 108.0
- COc1cccc(C2=CC(c3cccc(OC)c3)n3ncnc3N2)c1 (stereo not given)
    -3.7, 95.0
- COc1cc2[nH]c(=O)n(CCCC(=O)NC3CCCC3)c(=O)c2cc1OC
    -0.3, 98.0
- O=C(OCC(=O)c1c[nH]c2ccccc12)c1cncc(Br)c1
    2.2, 118.0
- Cn1ccnc1SCCS(=O)(=O)c1ccccc1
    0.1, 105.0
- O=C(CSc1nc2c(cnn2-c2ccc(F)cc2)c(=O)[nH]1)Nc1ccccc1C(F)(F)F
    0.4, 106.0
- CC(=O)Nc1ccc2nc(SCCOc3ccccc3Cl)sc2c1
    -0.5, 105.0
- CN(C)c1ccc(P(=S)(N2CCCCC2)N2CCCCC2)cc1
    -0.4, 98.0
- CC(=O)c1c(C)oc2c1cc(NS(=O)(=O)c1ccc(C(C)(C)C)cc1)c1ccccc12
    0.3, 105.0
- COc1ccc(N2CCN(C(=O)CCNS(=O)(=O)c3ccccc3)CC2)cc1
    -0.3, 101.0
- Cc1ccc2nc(NC(=O)NC3CC(=O)N(c4ccc5c(c4)OCCO5)C3)sc2c1 (stereo not given)
    0.5, 103.0
- Cc1cccc(OCC(=O)OC2CCN(C)CC2)c1
    -0.2, 101.0
- CCc1ccc2occ(CC(=O)Nc3c(C(=O)c4ccccc4)oc4ccccc34)c2c1
    0.1, 117.0
- CN(CC(=O)O)C(=S)c1ccccc1
    -4.1*, 76.0*
- CCOC(=O)c1c(C)n(C)c2ccc(OCC(O)CNC(C)(C)C)cc12 (stereo not given)
    0.7, 102.0
- Fc1ccccc1OC1OCCOC1Oc1ccccc1F (stereo not given)
    0.4, 104.0
- COc1ccccc1N1CCN(C(=O)C(C)c2ccc(CC(C)C)cc2)CC1 (stereo not given)
    0.2, 102.0
- Cc1nn(Cc2ccccc2)c(C)c1C(=O)OCC(=O)Nc1ccc(S(N)(=O)=O)cc1
    0.4, 105.0
- CC(=O)CSc1nc(-c2ccccc2)[nH]c1S(=O)(=O)c1ccc(C)cc1
    0.5, 108.0
- c1ccc(OCC2CCCN3CCCCC23)nc1 (stereo not given)
    0.5, 101.0
- CCN(CCCN1C(=O)CSC1c1ccc(OC(F)F)c(OC)c1)c1ccccc1 (stereo not given)
    -0.7, 98.0
- CC(=O)c1ccc(NS(=O)(=O)c2cc3[nH]c(=O)c(=O)[nH]c3cc2C)cc1
    0.9, 111.0
- CCC1CCCCN1CCCNC(=O)c1ccc2c(c1)N(Cc1ccccc1F)C(=O)c1ccccc1S2(=O)=O (stereo not given)
    0.5, 109.0
- Cc1ccc(C)c(NC(=O)C(Cc2ccccc2)N2Cc3ccccc3C2=O)c1 (stereo not given)
    -1.4, 101.0
- N#Cc1nc(-c2ccccc2)oc1N1CCOCC1
    0.3, 104.0

(more compounds)
Values run as follows: Polio RdRp inh FP z-score, Polio RdRp inh
- CCCn1c(C)cc(/C=C(\C#N)C(=O)OCn2nnc3ccccc3c2=O)c1C
    0.2, 103.0
- CCOc1ccc(-n2c(SC(C)C(=O)NC(N)=O)nc3ccccc32)cc1 (stereo not given)
    0.8, 109.0
- CCCCCn1c(=O)[nH]c2cc(C(=O)N3CCN(c4cccc(Cl)c4)CC3)ccc2c1=O
    1, 108.0
- Cc1cc(NC(=O)C(C)C)n(-c2nc3ccccc3s2)n1
    -0.2, 102.0
- O=C(NC1CC(=O)N(c2ccccc2)C1)c1ccco1 (stereo not given)
    0.1, 107.0
- COc1ccccc1Cc1nc2ccccc2nc1SCC(=O)Nc1cc(Cl)ccc1OC
    -1.1, 101.0
- O=C(NCCc1cccs1)c1ccc(Cn2c(SCc3ccc(F)cc3)nc3cccnc32)cc1
    0.4, 112.0
- COc1ccc(NS(=O)(=O)N(C)C)c(OC)c1
    0, 102.0
- Cc1ccc(N(CC(=O)N2CCN(c3ccccc3F)CC2)S(=O)(=O)c2c(C)noc2C)cc1
    0.3, 109.0
- O=c1cc(-c2cccs2)[nH][nH]1
    -0.6, 97.0
- CCN(CC)C(=O)c1ccc(C(C)(C)C)cc1
    0.4, 105.0
- COc1ccccc1C(=O)N1CCOCC1
    0, 103.0
- Nc1nc(N)c2c(n1)CCCC2
    0.1, 101.0
- COc1ccc(OC)c(NC(=O)C2Cc3ccccc3CN2S(=O)(=O)c2ccc(F)cc2)c1 (stereo not given)
    0.1, 117.0
- CCOc1ccc(-n2cc(-c3ccccc3)c3c(NCc4ccc(F)cc4)ncnc32)cc1
    0.6, 110.0
- CC(=O)ON1C(C)(C)Cc2noc(N)c2C1(C)C
    0.2, 105.0
- Cc1nn(C)cc1NC(=O)Nc1ccc(F)cc1
    0.8, 106.0
- Cn1c(=O)[nH]c(=O)c2c1nc(N1CCCC1)n2CCSc1ncccn1
    0.2, 102.0
- CCN(CC)CCCNC(=O)CSc1nc(-c2ccc(OC)cc2)cc(C(F)(F)F)n1
    0.1, 105.0
- COc1ccccc1C(=O)Nc1ccc(-c2nc3ccccc3s2)c(C)c1
    0.3, 108.0
- Cc1nc(SCC(=O)NCc2ccc(Cl)cc2)c(C#N)c(C)c1Cl
    -1.2, 97.0
- O=C(COC(=O)c1ccc2ccccc2n1)NC1CC1
    -2.1, 97.0
- Cc1ccc(C2C=C(c3ccc(Cl)cc3)Nc3nc(NS(=O)(=O)c4ccccc4)nn32)cc1 (stereo not given)
    -5, 85.0
- Cc1cc(C(=O)Nc2ccc(CN3CCS(=O)(=O)CC3)cc2)no1
    0.4, 107.0
- CCn1c(O)c(/C=C2\C=C(C)N=C2C)c(=O)[nH]c1=S
    2.2, 108.0
- Cc1onc(-c2ccccc2)c1C(=O)N1CCC(C)CC1
    -0.2, 101.0
- Cc1nn2c(=O)cc(COC(=O)c3ccc(NC(=O)C4CCCCC4)cc3)nc2s1
    -0.4, 105.0
- O=C1CC(C(=O)N2CCN(C(=O)C3CC3)CC2)CN1Cc1ccco1 (stereo not given)
    0, 103.0
- Cc1ccc2cccc(OCC(=O)N3CC(C)CC(C)C3)c2n1 (stereo not given)
    0.4, 106.0
- COc1ccccc1NC(=O)CCn1nc(-c2ccccc2OC)c2c(C)cc(C)nc21
    -0.2, 106.0
- CCC(=O)Nc1ccccc1-c1nc2ccccc2n(CC(=O)c2ccc(C)c(C)c2)c1=O
    0.7, 111.0
- O=C(Cc1ccc(Cl)cc1)NCCN1CCOCC1
    -0.8, 99.0
- NC(=S)CN1CCCC1=O
    -0.4, 98.0
- CCc1ccc(OCCCn2cc(/C=C3/C(=N)N4C=CSC4=NC3=O)c3ccccc32)cc1
    1.1, 106.0
- CC(=O)c1cccc(NC(=O)C2CCCN(C(=O)c3cnn(-c4ccccc4)c3-n3cccc3)C2)c1 (stereo not given)
    0.1, 109.0
- NC(=O)CSc1ncnc2c1cnn2-c1ccccc1
    -0.2, 101.0
- COCc1cc(OC(=O)N(C)C)nc(-c2ccncc2)n1
    2, 115.0
- CN(C)S(=O)(=O)c1ccc(N2CCOCC2)c(C(=O)Nc2ccc3c(c2)OCCO3)c1
    -0.3, 100.0
- C=C1[C@@H](O)C2O[C@]3(CCC(/C=C/[C@@H](C)[C@@H]4CC(C)=C[C@@]5(O[C@H](C[C@@](C)(O)C(=O)O)CCC5O)O4)O3)CCC2O[C@@H]1C(O)C[C@H](C)C1O[C@@]2(CCCCO2)CC[C@H]1C (stereo not given in full)
    0.2&0.1, 101.0&99.0
- O=C(O)CC(NS(=O)(=O)c1cccc2nsnc12)C(=O)O (stereo not given)
    0.6, 103.0
- CC(=O)c1ccc(NC(=O)CN(C)S(=O)(=O)c2cc3c(cc2C)NC(=O)CO3)cc1
    0.2, 107.0
- COC(=O)c1cccc(CN2C(=O)SC(Nc3ccc(Br)cc3)C2=O)c1 (stereo not given)
    -0.3, 104.0
- COc1ccc(CCNC(=O)C(=O)NCC(c2cccs2)S(=O)(=O)c2ccc(F)cc2)cc1 (stereo not given)
    1.5, 114.0
- O=C(OC1CCc2ccccc2C1=O)c1ccc(O)cc1 (stereo not given)
    -0.4, 100.0
- Cc1ccccc1CN1CCC(O)CC1
    1, 104.0
- Cc1ccc(-n2c(C)c(Cc3ccccc3)[nH]c2=O)cc1
    0.2, 99.0
- COc1ccc(N2CN=c3s/c(=C\C=C\c4ccccc4)c(=O)n3C2)cc1OC
    -0.2, 101.0
- C#CCn1c(=NC(=O)C2COc3ccccc3O2)sc2cc(Br)ccc21 (stereo not given)
    -0.4, 101.0
- Cc1nc2ccc(S(=O)(=O)NC(C(=O)N3CCN(c4ccc(Cl)cc4)CC3)C(C)C)cc2s1 (stereo not given)
    -0.1, 104.0
- CCCC(=O)Nc1nnc(SCc2cc(=O)n3cccc(C)c3n2)s1
    0.5, 108.0
- CCc1cc(-c2n[nH]c(C(=O)O)c2-c2nc(C)cs2)c(O)cc1O
    0.2, 101.0
- O=C(O)COc1ccc2nsnc2c1
    0.4, 103.0

Laid out differently: six of the compounds above
mol | Polio RdRp inh FP z-score | Polio RdRp inh
Cc1ccc(-n2c(C)c(Cc3ccccc3)[nH]c2=O)cc1 | 0.2 | 99.0
COc1ccc(N2CN=c3s/c(=C\C=C\c4ccccc4)c(=O)n3C2)cc1OC | -0.2 | 101.0
C#CCn1c(=NC(=O)C2COc3ccccc3O2)sc2cc(Br)ccc21 (stereo not given) | -0.4 | 101.0
Cc1nc2ccc(S(=O)(=O)NC(C(=O)N3CCN(c4ccc(Cl)cc4)CC3)C(C)C)cc2s1 (stereo not given) | -0.1 | 104.0
CCCC(=O)Nc1nnc(SCc2cc(=O)n3cccc(C)c3n2)s1 | 0.5 | 108.0
CCc1cc(-c2n[nH]c(C(=O)O)c2-c2nc(C)cs2)c(O)cc1O | 0.2 | 101.0

Screening results (PubChem BioAssay)

Only part of the results is shown, so the mix of outcomes need not match the whole.
